# hcDAF-12 act: activators of H. contortus DAF-12 nuclear receptor; 370,000 compounds, 1.4% hits; activation, % at 6.8 µM; HEK293 hcDAF-12 lit1-tk-luc reporter, luminescence; 0% DMSO, 100% Δ7-dafachronic acid;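 active means activation above the mean of all tested compounds plus 3 SD, cut at about 5.5% in these data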;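 further: 100% = response to 3 µM Δ7-dafachronic acid high control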
# NPR1 activator: GC-A (human) enzyme activation; P16066; HEK293 GC-A cells, cGMP TR-FRET, EC30 ANP; 0% at EC30 ANP, 100% saturating ANP; activation, % at 10 µM; 370,000 compounds, 0.14% hits; AID 1671463; in the data active means activation above about 40%
# DAX1 inh-1: blocks DAX1 repression of SF-1 activated StAR promoter. 370,000 compounds, 1.1% hits. inhibition, % at 6.8 µM. AID 652010. HEK293T StAR-luciferase reporter, SF-1/DAX-1 repression relief;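 active means inhibition above the mean over all tested compounds plus 3 SD, cut at about 3.6% in these data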;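 further: 0% = DAX-1 cells with DMSO and 100% = cells lacking DAX-1 with DMSO; higher inhibition means more luminescence from relief of DAX-1 repression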
# ADAM10 inh: inhibits human ADAM10; 370,000 compounds, 0.62% hits; AID 720582; inhibition, % at 7 µM; recombinant ADAM10, EDANS/DABCYL FRET peptide cleavage, 3 h; O14672;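 active means inhibition above a per-campaign cutoff equal to the mean of compounds falling between control-based bounds plus 3 SD, cut at about 20% in these data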;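 further: 0% = DMSO wells while the 100% control is not disclosed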
# GC-B act: GC-B (human) receptor activation; P20594; 370,000 compounds, 0.11% hits; activation, % at 10 µM; AID 1920062; HEK293-GC-B cells, CNP EC30, cGMP TR-FRET; 0% at EC30 CNP, 100% saturating CNP;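 active means activation at 10 µM reaching about 35% in either raw or pattern-adjusted values, limit read from the data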
# hgDAF-12 ag: agonists of H. glycines DAF-12 nuclear receptor; AID 687014; HEK293 GAL4-hgDAF12 UAS-luciferase reporter, agonist luminescence; normalized to butyrate control; activation, % at 6.8 µM; 370,000 compounds, 1.8% hits;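 active means activation above a cutoff set at the mean of all screened compounds plus 3 SD, cut at about 10% in these data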;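 further: 0% = DMSO wells and 100% = sodium butyrate wells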
# DAX1 inh-2: inhibits human nuclear receptor DAX1 | AID 504766 | 340,000 compounds, 0.99% hits | P51843 | HEK293 Gal4-DAX1 luciferase reporter, luminescence | inhibition, % at 6.75 µM;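 active means inhibition above the mean over all tested compounds plus 3 SD, cut at about 4.2% in these data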;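 further: 0% = DAX1-transfected cells with DMSO and 100% = empty-vector control cells with DMSO; inhibition shows as a rise in luminescence from relieved DAX1 repression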
# Target sequence (P51843 207-470 limits assumed): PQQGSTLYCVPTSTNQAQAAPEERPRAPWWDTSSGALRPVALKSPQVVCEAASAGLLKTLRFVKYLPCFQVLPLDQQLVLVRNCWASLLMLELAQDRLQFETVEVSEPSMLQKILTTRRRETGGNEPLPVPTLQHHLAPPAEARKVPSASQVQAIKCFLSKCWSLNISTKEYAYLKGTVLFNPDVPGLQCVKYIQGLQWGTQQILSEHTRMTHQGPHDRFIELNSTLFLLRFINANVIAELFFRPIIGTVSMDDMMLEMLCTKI
# GAA850 FXN act: increases GAA850 frataxin promoter reporter activity; HEK293 lucGAA850 FXN promoter luciferase reporter, 24 h; percent of 10 µM SAHA response; activation, % at 6 µM; 360,000 compounds, 0.56% hits; AID 540364;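 active means activation above the average of all compounds screened plus 3 SD, cutoff fixed separately per campaign, cut at about 7.5% in these data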;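 further: 0% = DMSO wells and 100% = 10 µM SAHA wells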
# ssDAF12 agonist: activators of S. stercoralis DAF-12 nuclear receptor. HEK293 ssDAF-12/GRIP1 lit1-tk-luc reporter, luminescence; % of 3 µM dafachronic acid response. activation, % at 6.8 µM. 370,000 compounds, 1% hits. AID 652126;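 active means activation above the mean over all tested compounds plus 3 SD, cut at about 0.9% in these data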;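 further: 0% = DMSO-only wells and 100% = 3 µM delta7-dafachronic acid wells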
# SMARCA2 activ: increases SMARCA2 function in MMTV reporter cells | activation, % at 9.1 µM | 370,000 compounds, 1% hits | MG213 cells, MMTV-luciferase reporter, dexamethasone, overnight; in the data active means activation above about 7.8%;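 further: 0% = vehicle wells and 100% = reference activator wells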
# HGIII-sPLA2 inh: Blocks human group III sPLA2 activity. Q9NZ20. 370,000 compounds, 0.56% hits. AID 743126. QFRET BODIPY PC-A2 liposome hydrolysis, fluorescence. inhibition, % at 12.2 µM;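 active means inhibition above mean plus 3 SD of compounds lying within the high and low control bounds, cut at about 19% in these data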;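 further: 0% = median of test compound wells and 100% = no enzyme DMSO wells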
# Target sequence (Q9NZ20 whole entry, looked up): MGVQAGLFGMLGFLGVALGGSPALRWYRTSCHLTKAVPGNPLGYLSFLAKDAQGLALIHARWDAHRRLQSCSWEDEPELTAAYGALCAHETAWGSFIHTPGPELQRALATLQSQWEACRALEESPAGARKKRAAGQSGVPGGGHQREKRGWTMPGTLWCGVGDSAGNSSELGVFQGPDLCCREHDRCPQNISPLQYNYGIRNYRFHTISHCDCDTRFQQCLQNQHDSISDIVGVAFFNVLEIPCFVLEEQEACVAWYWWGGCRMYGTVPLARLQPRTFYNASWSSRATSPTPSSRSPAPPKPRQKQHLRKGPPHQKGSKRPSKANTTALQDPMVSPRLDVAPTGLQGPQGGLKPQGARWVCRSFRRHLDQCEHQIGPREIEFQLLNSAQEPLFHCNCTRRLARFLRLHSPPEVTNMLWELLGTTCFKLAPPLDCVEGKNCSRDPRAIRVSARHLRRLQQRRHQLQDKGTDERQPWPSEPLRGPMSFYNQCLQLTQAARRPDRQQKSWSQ
# Starred values were filed as active, the others as inactive; x = no result given.
SMILES,hcDAF-12 act,NPR1 activator,DAX1 inh-1,ADAM10 inh,GC-B act,hgDAF-12 ag,DAX1 inh-2,GAA850 FXN act,ssDAF12 agonist,SMARCA2 activ,HGIII-sPLA2 inh
Cc1nn(CC(=O)N2CCCc3ccccc32)c(C)c1[N+](=O)[O-],2.2,3.3,0.1,1.6,-0.5,-0.2,1.7,4.2,-0.6,-1.4,-0.2
Cc1ccccc1Cn1nc(C)c(NC(=O)C(F)(F)F)c1C,-1.4,-1.1,0.6,3.7,0.0,3.5,-1.0,-0.9,-1.1,-3.4,7.0
CC(OC(=O)c1ccc(NS(=O)(=O)c2ccc3[nH]c(=O)[nH]c3c2)cc1)C(=O)Nc1cccc(Cl)c1Cl (centres undefined),-0.6,0.7,-0.3,4.8,1.5,1.6,2.6,1.6,-0.5,-0.3,-29.8
Cc1nc2ccccc2c(=O)n1-c1ccc(NS(=O)(=O)c2ccccc2)cc1,-1.3,-1.3,-0.3,-5.6,-4.4,1.0,-1.1,0.2,-1.2,-3.0,-1.0
Cc1sc2ncnc(NCc3cccnc3)c2c1C,-1.8,-1.9,-0.5,4.9,-1.2,-3.0,-1.5,2.3,-1.7,-1.8,1.8
CCOC(=O)N1CCN(C(=O)COc2ccc(Cl)c(C)c2)CC1,-1.9,1.2,0.0,-0.9,-3.1,0.3,-0.4,2.3,-0.9,1.1,1.9
Clc1ccc(OCCSCc2nc3ccccc3[nH]2)cc1,2.3,3.9,-0.4,-1.6,-6.0,-0.5,0.8,0.4,-1.4,0.4,-11.6
Cc1ccc(CCNC(=O)CCS(=O)(=O)c2cc3c(cc2C)NC(=O)CO3)cc1,0.7,1.3,0.8,-8.8,-2.1,0.3,0.9,0.9,-0.7,12.0*,-1.3
Cc1cccc(-c2ncc(CN3CCCC(CO)(Cc4ccccc4C)C3)cn2)c1 (centres undefined),0.1,2.7,0.3,12.6,0.2,1.9,1.3,2.5,-2.0,-2.0,-19.3
CCOC(=O)c1sc(NC(=O)CCCCCN2C(=O)c3cccc4cccc(c34)C2=O)nc1C,-0.6,-2.2,-0.1,3.5,2.1,0.8,0.7,0.5,-1.4,-0.5,5.4
COC(=O)CCC(=O)OC1(C)C(=O)C=C2C=C3CCCN3C=C2C1=O (centres undefined),-1.5,-0.6,-1.1,-5.9,0.9,1.0,1.3,-0.3,-0.8,-0.3,-6.2
Cc1cccc(NC(=S)NCCO)c1C,2.5,3.6,-0.2,-0.4,1.5,6.3,1.3,1.7,-0.2,-2.1,1.1
Nc1ncnc2c1ncn2C1OC(COP(=O)(O)O)C(O)C1O (centres undefined),0.0,1.3,-0.5,-4.7,1.9,3.1,-1.0,-0.3,-1.3,-3.5,4.7
COc1ccc(OC)c(NC(=O)Cc2ccc(NC3=NC4CS(=O)(=O)CC4S3)cc2)c1 (centres undefined),0.7,-3.6,0.4,-15.9,0.6,1.3,0.4,-1.7,-0.8,-2.1,3.4
O=C(NCCC(=O)N1CCC2(CC1)NCCc1[nH]cnc12)c1cccc(Cl)c1,1.7,2.6,0.2,10.9,0.1,0.2,0.2,0.0,-1.1,-3.2,5.4
FC(F)(F)c1cc(CO[C@@H]2CCCN[C@@H]2c2ccccc2)cc(C(F)(F)F)c1,-0.1,-14.5,-2.2,10.8,-8.6,-1.1,0.4,1.3,-1.3,-6.9,-6.5
COC(=O)c1sc(NC(=O)CSc2nnnn2-c2cccc(OC)c2)nc1C,-1.3,-6.4,0.0,-8.6,-4.0,1.2,-0.1,-1.2,-0.5,0.3,3.9
CCOc1ncccc1C(=O)N(CC)CC(=O)NCc1ccc(Cl)cc1,-0.1,3.9,-0.3,-0.4,-0.6,0.2,-0.4,-1.8,-1.6,0.5,-0.2
O=[N+]([O-])c1ccc2c(c1)CO[C@@]21O[C@H](CCO)C[C@H](O)[C@H]1O,-0.2,0.9,2.8,-4.9,4.0,0.3,x,x,-0.7,-1.3,2.4
Clc1ccc(Nc2nnc(-c3ccc4c(c3)OCO4)o2)cc1,3.4,-1.6,3.9*,-10.9,5.4,8.8,x,x,-0.6,1.2,8.8
Cc1ccccc1CC(=O)Nc1cc(C(C)(C)C)on1,1.8,3.2,0.6,5.8,2.1,2.3,-0.4,1.6,0.3,1.1,1.1
CCOC(=O)C1(C/C(C)=N/NC(N)=O)CC(C)OC1=O (centres undefined),-0.2,0.2,-0.2,-98.2,6.7,-2.2,0.3,-3.6,-0.9,0.2,1.9
CCOc1ccccc1N1CCN(C(=O)CCNS(=O)(=O)c2ccccc2F)CC1,2.0,0.1,-1.7,-8.2,4.7,0.4,-1.5,-0.1,-1.2,-0.1,6.7
Cn1cnnc1SCC(=O)NCCC(c1ccccc1)c1ccccc1,-1.4,-3.4,0.1,8.9,-3.3,-0.2,-0.1,-1.0,-1.2,1.1,-2.9

# Given with each value named: entries from further up
Clc1ccc(OCCSCc2nc3ccccc3[nH]2)cc1
  hcDAF-12 act = 2.3
  NPR1 activator = 3.9
  DAX1 inh-1 = -0.4
  ADAM10 inh = -1.6
  GC-B act = -6.0
  hgDAF-12 ag = -0.5
  DAX1 inh-2 = 0.8
  GAA850 FXN act = 0.4
  ssDAF12 agonist = -1.4
  SMARCA2 activ = 0.4
  HGIII-sPLA2 inh = -11.6

CCOC(=O)c1sc(NC(=O)CCCCCN2C(=O)c3cccc4cccc(c34)C2=O)nc1C
  hcDAF-12 act = -0.6
  NPR1 activator = -2.2
  DAX1 inh-1 = -0.1
  ADAM10 inh = 3.5
  GC-B act = 2.1
  hgDAF-12 ag = 0.8
  DAX1 inh-2 = 0.7
  GAA850 FXN act = 0.5
  ssDAF12 agonist = -1.4
  SMARCA2 activ = -0.5
  HGIII-sPLA2 inh = 5.4

# Further structures follow.
SMILES,hcDAF-12 act,NPR1 activator,DAX1 inh-1,ADAM10 inh,GC-B act,hgDAF-12 ag,DAX1 inh-2,GAA850 FXN act,ssDAF12 agonist,SMARCA2 activ,HGIII-sPLA2 inh
O=C1CC(N2CCN(C3CC(=O)N(CCc4ccccc4)C3=O)CC2)C(=O)N1CCc1ccccc1 (centres undefined),-2.5,0.6,-0.6,-2.7,2.9,-0.7,-0.8,-1.8,-1.2,-2.2,-0.7
COc1ccc(C(=O)N/C(=C\c2cn(C)c3ccccc23)C(=O)OCC(C)C)cc1,0.0,3.2,0.2,6.5,-2.6,-2.0,0.2,-3.0,-0.6,-1.2,-49.6
CCCS(=O)(=O)N1CCCC(C(=O)N2CCOCC2)C1 (centres undefined),-3.1,-0.1,0.7,6.0,4.5,2.2,1.9,-2.1,-1.6,-0.8,5.9
Cc1nc(CCNC(=O)CC2C(=O)NCCN2Cc2ccoc2)nc2c1CCCC2 (centres undefined),0.6,10.2,0.5,-4.9,7.5,-2.2,0.7,0.3,-0.3,-3.3,9.8
O=c1ccc(Oc2nc(N3CCOCC3)nc(N3CCOCC3)n2)n[nH]1,-1.1,3.1,-0.2,-3.9,1.1,-0.7,0.1,0.1,-1.3,-1.6,1.0
CCOc1ccc2[nH]c(S(=O)(=O)CC)nc2c1Cl,0.0,7.0,0.3,3.4,7.3,1.1,0.2,-1.9,0.3,1.7,-1.3
CC(C)[C@H](NC(=O)c1ccccc1F)C(=O)Nc1cccc(S(=O)(=O)N2CCOCC2)c1,-1.2,-1.3,-0.2,-1.3,-5.1,-0.9,0.5,-4.4,-1.6,-3.9,-15.1
CCOC(=O)Nc1ccc2c(CN3CCN(S(=O)(=O)c4ccccc4)CC3)cc(=O)oc2c1,-1.1,1.4,-0.4,-73.5,-2.5,-0.9,-0.4,-0.7,-0.6,-2.0,5.2
Cn1c(SCC(=O)c2ccc(F)cc2)nnc1-c1ccccc1N,3.4,-7.5,-0.1,-6.0,7.1,0.6,0.1,2.3,-0.4,0.8,-10.9
O=C(NC1CCCC1)c1ccc2c(c1)N(Cc1ccccc1)CCS2,-1.7,-3.5,-0.1,-417.4,-10.7,-1.1,0.2,0.2,-0.7,1.1,-0.1
COC(=O)CCC(=O)Nc1ccc(N=Nc2ccccc2)cc1,2.3,x,0.5,-2.8,x,1.4,2.5,0.6,-0.5,-2.4,4.8
COCOCCn1cc(CN2CCS(=O)(=O)N(Cc3ccc(-c4ccc(Cl)c(Cl)c4)cc3)C(C)C2=O)nn1 (centres undefined),-2.5,20.0,-3.1,23.4*,-7.9,-4.8,-1.7,-1.4,-2.2,-2.5,-66.0
Clc1ncnc2c1oc1ccccc12,6.2*,53.2*,1.8,-5.4,34.0,18.6*,3.8,0.9,1.6*,2.3,-0.4
COCc1cc([C@@H]2C[C@H]3CN(c4ccccc4)C(=O)[C@]34CCCN24)ccc1OC,2.1,-1.4,0.0,6.3,-0.5,0.9,0.4,1.0,-1.7,0.8,2.0
CCCNC(=O)CSc1nnc(-c2ccco2)n1C,-0.9,-1.7,0.1,4.8,2.1,1.0,1.2,2.2,-0.9,-0.2,-6.2
Cc1cc(Cl)ccc1NC(=O)CCN1C(=O)C2CCCCC2C1=O (centres undefined),-0.1,1.4,-0.3,-11.1,1.6,0.1,0.3,-0.6,-0.7,0.0,11.7
CCOCCCNC(=O)C1CCN(c2cc(C)nc3c(-c4ccc(OC)c(OC)c4)c(C)nn23)CC1,-2.3,-2.6,-0.1,7.2,-1.4,-2.5,-1.6,-3.8,-1.9,0.1,4.6
CCOC(=O)c1sc(NC(=O)CSc2nnnn2-c2ccc(C)c(C)c2)nc1C,-1.6,9.2,0.7,-7.9,-4.4,-0.7,1.3,3.6,0.2,0.6,-4.1
Cc1cc(C)n(CC(=O)N2CCCC(N3CCN(c4cccc(C(F)(F)F)c4)CC3)C2)n1 (centres undefined),-1.3,1.8,-2.0,-3.6,-4.4,-2.4,-1.1,0.6,-0.7,-2.2,8.8
CC(CNC(=O)C1CCCN(S(=O)(=O)N2CCOCC2)C1)c1ccccc1 (centres undefined),-1.1,5.0,0.0,-2.7,-1.5,1.7,0.3,2.7,-0.5,0.4,-5.4
Cc1cc(C=O)c(C)n1-c1ccc2c(c1)OCO2,-0.6,1.7,-1.2,-0.5,-0.7,2.7,0.7,0.4,-1.7,1.8,0.1
O=C(NCc1ccccc1)c1ccc([N+](=O)[O-])cc1,-0.3,-2.0,1.8,-11.2,-4.1,-3.2,x,x,-0.6,-1.9,-0.7
CCCOc1cc(C)nc(-c2ccccc2O)n1,2.4,-0.1,-0.2,-0.6,7.3,0.7,-1.2,0.6,-0.9,2.6,-6.3
COc1ccccc1NS(=O)(=O)c1cc2c(cc1C)NC(=O)CO2,-0.4,0.1,0.5,-4.9,3.9,-2.4,1.2,0.1,-0.6,-1.6,5.3
Cc1cccc(OCc2nnc(SCC(=O)N(C(C)C)C(C)C)n2Cc2ccco2)c1C,-3.4,-4.9,-1.4,5.1,-0.9,-2.6,-1.1,0.6,-2.0,-1.8,-2.4
CC1(C(=O)NS(=O)(=O)c2ccc(Br)cc2)CCN1C(=O)Cc1ccsc1 (centres undefined),1.2,0.2,0.1,-5.9,0.3,-0.5,x,0.8,0.2,-4.8,0.9
CC(=O)Nc1nc2cccc([N+](=O)[O-])c2s1,-2.0,4.8,0.1,-2.2,-3.4,3.8,0.7,0.9,0.2,1.2,0.2
COc1ccc(S(=O)(=O)Nc2cccc(S(=O)(=O)N3CCCCCC3)c2)cc1,-1.9,-1.0,-0.3,2.1,1.1,1.2,-0.7,-0.4,-1.9,-3.2,-14.4
